GLP1R inv ag: qHTS of GLP-1 Receptor Inverse Agonists (Inhibition Mode); 410,000 compounds, 1.6% hits; HEK293 GLP-1R CRE-luciferase, luminescence, 24 h; GLP-1R form is constitutively active; Potency, µM (doses to about 38.3 µM), for inactives: at the top dose activity change, negative = inhibition, actives largely listed as inhibitors; AID 624417, 2012; note: % is set by controls: 0 for no effect and ±100 for the full control effect; nearly all actives have a fitted effect of over 55% in size
Target sequence (P43220 whole entry, looked up): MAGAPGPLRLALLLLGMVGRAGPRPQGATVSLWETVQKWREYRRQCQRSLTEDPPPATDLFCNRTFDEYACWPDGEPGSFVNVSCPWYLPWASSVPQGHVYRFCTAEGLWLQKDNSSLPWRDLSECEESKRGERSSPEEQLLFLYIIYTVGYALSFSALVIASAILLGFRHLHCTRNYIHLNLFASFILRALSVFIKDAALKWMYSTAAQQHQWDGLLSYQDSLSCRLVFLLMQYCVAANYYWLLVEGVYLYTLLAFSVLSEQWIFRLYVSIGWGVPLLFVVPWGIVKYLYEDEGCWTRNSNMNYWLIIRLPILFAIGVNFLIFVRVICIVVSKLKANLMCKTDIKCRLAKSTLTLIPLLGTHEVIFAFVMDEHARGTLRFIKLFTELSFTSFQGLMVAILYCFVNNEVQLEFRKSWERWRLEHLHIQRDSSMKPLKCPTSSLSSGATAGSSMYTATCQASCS
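Using stably transfected HEK293 (constitutively active GLP-1R, cAMP-luciferase reporter), compounds were incubated 24 hr and luciferase measured by luminescence.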
KB-V1 MDR tox: qHTS assay for MDR1-selective chemotherapeutics: Primary screen using the drug-selected MDR subline cells KB-V1; KB-V1 MDR cells viability, CellTiter-Glo, 72 h; Potency, µM (doses to about 46.1 µM), for inactives: at the top dose activity change, negative = cytotoxicity, hits mostly cytotoxic; 400,000 compounds, 3.4% hits; note: % is set by controls: 0 for no effect and ±100 for the full control effect; nearly all actives have a fitted effect of over 60% in size
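Potencies derive from concentration-effect curves fitted to normalized luminescence (CellTiter-Glo) of KB-V1 cells treated for 72 h at 37 degrees C in phenol-red-free DMEM containing 10% FBS.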
GLP1R cytotox: qHTS of GLP-1 Receptor Inverse Agonists: Cytotox Screen. HEK293 cAMP-luciferase reporter cells, luminescence, 24 h. Potency, µM (titrated, usually from 38.3 µM), inactives show top-dose activity change, negative = inhibition, hits mostly inhibitors. 410,000 compounds, 0.13% hits. AID 624418, 2012;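 note: loss of luciferase light is scored as toxicity; % is set by controls: 0 for no effect and ±100 for the full control effect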
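A 23 nL compound transfer followed 12 hours of cell culture at 37 deg C; exposure then lasted 24 hr. Luciferase assay detection reagent was dispensed and plates read for luminescence after a 12 min room-temperature wait.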
HT1080-NT tox: qHTS for induction of synthetic lethality in tumor cells producing 2HG: qHTS for the HT-1080-NT fibrosarcoma cell line. HT-1080-NT fibrosarcoma viability, CellTiter-Glo ATP luminescence, 48 h. Potency, µM (highest dose often 46.1 µM), without a hit: at the top dose activity, negative = less viability, most hits filed as cytotoxic. 360,000 compounds, 1.6% hits. AID 686970, 2013;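 note: NT is the 2HG producing partner of a matched IDH1 knockdown line; 0% = DMSO-treated cells and -100% = media-only wells without cells; nearly all actives have a fitted effect of over 55% in size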
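Fibrosarcoma NT cells, 750 per well in 5% FBS RPMI, were exposed to compound for 48 hours. Viability: CellTiter-Glo luminescence.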
TDP43 rescue: qHTS of TDP-43 Inhibitors | Potency, µM (highest dose often 46.1 µM), inactives show top-dose growth rescue (activation), actives largely listed as activators | AID 652104, 2013 | 410,000 compounds, 1.8% hits | TDP-43 expressing yeast growth rescue, BacTiter-Glo, 24 h; note: % of control where 0% means no effect; nearly all actives have a fitted effect of over 50% in size
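Luminescence from BacTiter-Glo reports growth of TDP-43-expressing yeast after 24 hr at 30 deg C with compound. Cells were raffinose-pregrown to mid-log, then seeded in galactose medium at OD600=0.02.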
SW480 rerep: A quantitative high throughput screen for small molecules that induce DNA re-replication in SW480 colon adenocarcinoma cells; 340,000 compounds, 1.8% hits; AID 624297, 2012; Potency, µM (titrated, usually from 46.1 µM), for the others: at the highest dose re-replication activation, most hits filed as activators; SW480 DNA re-replication, Hoechst DNA content imaging, 48 h; note: % of control where 0% means no effect; nearly all actives have a fitted effect of over 55% in size
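SW480 cells exposed to compounds for 48 hr at 37 C, 5% CO2, then Hoechst-stained 40 min. Nuclear DNA content imaged by fluorescence scanning (405 nm excitation, 500-530 nm emission); re-replication scored as increased high-intensity nuclei.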
KB-3-1 cytotox: qHTS assay for MDR1-selective chemotherapeutics: Primary screen using the parental adenocarcinoma cell KB-3-1; KB-3-1 viability, CellTiter-Glo ATP luminescence, 72 h; Potency, µM (highest dose often 46.1 µM), for the others: top-dose activity change, negative = cytotoxic, usual class: cytotoxic; AID 1347075, 2019; 400,000 compounds, 1.4% hits; note: % is set by controls: 0 for no effect and ±100 for the full control effect; nearly all actives have a fitted effect of over 60% in size
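72 h, 37 °C compound treatment of KB-3-1 parental cells; CellTiter-Glo added, 10 min, luminescence read. Data corrected against DMSO-only plates and normalized before curve fitting.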
HT1080 IDH1KD tx: qHTS for induction of synthetic lethality in tumor cells producing 2HG: qHTS for the HT-1080-IDH1KD cell line | Potency, µM (top dose mostly 46.1 µM), without a hit: at the highest dose activity, negative = toxicity, actives largely listed as cytotoxic | HT-1080 IDH1 knockdown viability, ATP luminescence, 48 h | 360,000 compounds, 2% hits;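 note: 0% = DMSO wells and -100% = cell-free medium wells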
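HT-1080-IDH1KD cells (IDH1 knocked down), 750/well in RPMI with 5% FBS, treated with compound 48 h at 37 degrees C. Viability by CellTiter-Glo luminescence, normalised to DMSO and no-cell wells; concentration-response curves classed.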
GLP1R ag: qHTS of GLP-1 Receptor Agonists; Glucagon-like peptide 1 receptor (Homo sapiens), P43220; HEK293 GLP-1R CRE-luciferase, luminescence, 4-6 h; cells express a hypersensitive GLP-1R form; Potency, µM (top dose mostly 45.6 µM), inactives show at the highest dose activation, usual class: activators; 380,000 compounds, 0.007% hits; note: % of control where 0% means no effect
* = called active by the depositor; ? = inconclusive; . = not tested or not shown; & = joins results of further samples; [ ] = dose if it differs, or a comment. Calls come from the whole dose curve; as a rule, active = well fitted curve in the direction sought with a large enough effect; inconclusive = small, poorly fitted or top-dose-only effect, or another doubt; inactive = no such curve, though single readings can be large; an effect the other way counts as inactive or inconclusive. Potency is the fitted concentration of half-maximal effect. Rows are unselected (roughly 9.4% active in at least one column).

Compound,TDP43 rescue,HT1080 IDH1KD tx,GLP1R cytotox,GLP1R inv ag,SW480 rerep,KB-V1 MDR tox,KB-3-1 cytotox,GLP1R ag,HT1080-NT tox
CCc1cccc(NC(=O)Cn2c(=O)n(-c3cccc(Cl)c3)c(=O)c3c2c2cc(C)ccc2n3C)c1,12%,.,-6%,2%,.,8%,6%,.,.
CCN(CC)c1ccc(NC(=O)CN2CCN(S(=O)(=O)c3cc(Cl)ccc3OC)CC2)cc1,-14%&-28%,?,-14%&-14%,?,0%,?,-22%&-9%,6%,?
Cc1cccc(C)c1-n1nnnc1C(c1ccnc2ccccc12)N1CCN(CCN(C)C)CC1 (stereo not given),3%,7%,1%,24%,.,-6%,23%,5%,-10%
COc1ccc2nc(NS(=O)(=O)c3ccc(C)cc3)c(Nc3cc(Cl)ccc3OC)nc2c1,0%,.,34%,-28%,.,0%,?,-2%,.
CCC1(CC)Cc2ccccc2C(=O)N1,11%,13%,-1%,6%,-41%[inhibitor],8%,-2%,10%,11%
COC(=O)[C@]1(Cc2ccccc2)N[C@H](c2ccc(-c3ccc4c(c3)OCO4)cc2)[C@@H]2C(=O)N(C)C(=O)[C@@H]21,8%,3%,4%,14%,?,-3%,-5%,2%,9%
COC(=O)c1nc2ccccc2s1,22%,3%,-2%,1%,-5%,7%,-7%,-7%,2%
Cc1ccccc1NC(=O)c1nc(S(C)(=O)=O)ncc1Cl,10µM*,15µM*,?,?,?,1%,2%,-9%,15µM*
Cc1ccc(NC(=O)c2c(C)oc3ccc(O)c(CN4CCN(Cc5ccccc5)CC4)c23)cc1,-1%,.,2%,?,.,0%,-15%,.,.
O=C(CN1CCCC1)Nc1ccc(NC(=O)Nc2ccccc2Cl)cc1,-4%,-19%,-5%,?,2%,14%,0%,13%,-25%
NC(=O)COC(=O)/C=C/c1ccccc1[N+](=O)[O-],-7%,23%,19%,16%,0%,12%,17%,1%,17%
Cc1cnc(C)c(N2CCN(Cc3cn(C)nc3-c3cccc(Cl)c3)CC2)n1,23%,0%,-7%,-30%,4%,3%,-4%,11%,-1%
CC(C)(C)OC(=O)N1CCC(c2c(C(=O)NCc3ccco3)cnn2-c2ccccc2)CC1,4%,.,-10%,-18%,.,-1%,10%,.,.
Cc1nnc(SCC2CCCO2)n1-c1ccccc1 (stereo not given),-9%,-5%,5%,9%,0%,20%,1%,42%,6%
C#CCNC(=O)C1=C[C@H](c2ccc(Br)cc2)[C@@H](CCCO)[C@H](OCC)O1,0%,0%,0%,-17%,0%,14%,18%,4%,9%

Part of the list above in order of count of non-hydrogen atoms, descending.
Compound,TDP43 rescue,HT1080 IDH1KD tx,GLP1R cytotox,GLP1R inv ag,SW480 rerep,KB-V1 MDR tox,KB-3-1 cytotox,GLP1R ag,HT1080-NT tox
COC(=O)[C@]1(Cc2ccccc2)N[C@H](c2ccc(-c3ccc4c(c3)OCO4)cc2)[C@@H]2C(=O)N(C)C(=O)[C@@H]21,8%,3%,4%,14%,?,-3%,-5%,2%,9%
CCc1cccc(NC(=O)Cn2c(=O)n(-c3cccc(Cl)c3)c(=O)c3c2c2cc(C)ccc2n3C)c1,12%,.,-6%,2%,.,8%,6%,.,.
Cc1ccc(NC(=O)c2c(C)oc3ccc(O)c(CN4CCN(Cc5ccccc5)CC4)c23)cc1,-1%,.,2%,?,.,0%,-15%,.,.
COc1ccc2nc(NS(=O)(=O)c3ccc(C)cc3)c(Nc3cc(Cl)ccc3OC)nc2c1,0%,.,34%,-28%,.,0%,?,-2%,.
Cc1cnc(C)c(N2CCN(Cc3cn(C)nc3-c3cccc(Cl)c3)CC2)n1,23%,0%,-7%,-30%,4%,3%,-4%,11%,-1%

More results
Compound,TDP43 rescue,HT1080 IDH1KD tx,GLP1R cytotox,GLP1R inv ag,SW480 rerep,KB-V1 MDR tox,KB-3-1 cytotox,GLP1R ag,HT1080-NT tox
COCc1ccc(CN2CCC(n3nccc3NC(=O)C(OC)c3ccccc3)CC2)o1 (stereo not given),-1%,-4%,-3%,14%,?,5%,18%,0%,4%
Cc1ccc(C(=O)CC(C(=O)O)P(=O)(c2ccccc2)c2ccccc2)cc1 (stereo not given),-3%,?,18%,7%,2%,2%,-3%,0%,29%
FC(F)(F)c1n[nH]c(=S)n1/N=C/c1ccco1,-1%,2%,2%,4%,-1%,0%,1%,0%,21%
CCN(c1ccccc1)S(=O)(=O)c1ccc2c(c1)N(C(C)=O)CCS2,4%,6%,-4%,7%,3%,0%,17%,22%,-1%
COC(=O)c1ccccc1NC(=O)c1cc[n+]([O-])cc1,-5%,-2%,7%,14%,?,-9%,0%,-5%,-3%
CN1CCC(OC(=O)c2cccc(Cl)c2)CC1,-13%,15%,12%,?,1%,1%,7%,3%,1%
Cc1nc(N)[nH]c(=O)c1CCCNc1ccc(CCCCC2(CCl)OCCO2)cc1,-6%,-15%,-15%,?,4%,17%,-8%,24%,?
O=C(NC(N1CCCC1)C(Cl)(Cl)Cl)c1ccccc1 (stereo not given),0%,-13%,-8%,-18%,-3%,-6%,10%,-6%,-9%
COc1nccc(Nc2ccccc2)c1C#N,?,-2%,-4%,19%,-9%,18%,0%,?,-3%
COc1cc(O)c(C(CC(=O)N2CCN(c3ccccc3)CC2)c2cc(OC)c(OC)c(OC)c2)c(OC)c1 (stereo not given),-7%,-2%,-7%,5%,7%,9%,12%,2%,-1%
COc1cccc(C(=O)NCC(=O)n2nc(C)cc2C)c1,-5%,8%,-11%,6%,-3%[9.22 µM],?,14%,-1%,10%
CCOC(=O)c1c(SCCN2CCCC2)n(-c2ccccc2)c(=S)n(-c2ccccc2)c1=O,-29%,7.3µM*,-11%,?,6.5µM*,-3%,-27%,-1%,?
COc1ccc(CCNc2cc(C)nc3c(-c4ccccc4)cnn23)cc1OC,-18%,?,2%,?,6%,0%,-8%,5%,-20%
CCC(=O)Nc1cccc2ccccc12,-11%,10%,8%,4%,-62%[inhibitor],27%,-1%,6%,12%
Cn1ncc(N=Cc2c(O)ccc3ccccc23)c1C(=O)Nc1cccc(Cl)c1,-37%[inhibitor],-10%,-6%,3%,27%,?,?,2%,9%

(more compounds)
Compound,TDP43 rescue,HT1080 IDH1KD tx,GLP1R cytotox,GLP1R inv ag,SW480 rerep,KB-V1 MDR tox,KB-3-1 cytotox,GLP1R ag,HT1080-NT tox
CC(=O)N1CCN(c2ccc(S(=O)(=O)N3CCCCC3)cc2[N+](=O)[O-])CC1,25%,5%,7%,13%,-1%,-20%,0%,1%,-3%
CC(C)Cc1cc(C(=O)NCc2ccco2)no1,2%,0%,1%,-13%,14%,-17%,-7%,4%,-5%
CC(C)(C)c1ccc(-n2ncc3c2CCCC3NC(=O)CCn2cncn2)cc1 (stereo not given),17%,-13%,14%,0%,-4%,?,-2%,-1%,-5%
Nc1nnc(SCC(=O)OCC(=O)c2ccccc2)s1,-8%[0.397 µM],20%,-3%,51%[activator],-6%,?,-4%,-2%,7%
COCc1nnc(NS(=O)(=O)c2ccc(OC)cc2)s1,12%,13%,5%,1%,-5%,29%,5%,-2%,8%
COc1ccc(/C=C(/NC(=O)c2ccccc2)C(=O)N2CCCC2)cc1,-15%,0%,-9%,?,-8%,1%,?,4%,-3%
CCC(=O)N1c2ccccc2CC1C(=O)NCCc1ccc(OC)cc1OC (stereo not given),12%,.,-15%,10%,.,21%,2%,.,.
CC(=O)N1CC(C)Oc2ccc(S(=O)(=O)NC(CC(=O)O)c3cc(C)ccc3C)cc21 (stereo not given),-5%,17%,5%,5%,2%,28%,0%,-5%,6%
CC(c1ccccc1)N1C(=O)c2cccnc2C1=O (stereo not given),2µM*,8%,2%,5%,-4%,-7%,7%,-2%,15%
CCCCn1c(SCC(=O)c2ccccc2)nc2c1c(=O)[nH]c(=O)n2C,20%,-8%,6%,-6%,0%,0%,8%,20%,-11%
COc1ccc(CC(=O)Nc2cc(C)ccc2O)cc1OC,10%,7%,-4%,32%[activator],-8%,-15%,-27%,-2%,-14%
N#CCSc1nnc2c(Cl)cc(Cl)cn12,-6%,1%,9%,4%,0%,3%,-3%,-6%,-5%
O=C(COC(=O)/C=C/c1cccc(Br)c1)Nc1cccc(S(=O)(=O)NC2=NCCC2)c1,10%,0%,5%,2%,-10%,-4%,-10%,-1%,-3%
CCOC(=O)c1cnn(-c2nc(OCC)cc(OCC)n2)c1C,?,11%,1%,?,-1%,?,5%,12%,18%
O=C(COC(=O)c1ccccn1)Nc1ccc2c(c1)OCCO2,0%,2%,-11%,10%,-6%,-4%,1%,-8%,6%

(further entries)
Compound,TDP43 rescue,HT1080 IDH1KD tx,GLP1R cytotox,GLP1R inv ag,SW480 rerep,KB-V1 MDR tox,KB-3-1 cytotox,GLP1R ag,HT1080-NT tox
CCOC(=O)c1ccc(NC(=O)CN2CCN(C(=O)C3CCCO3)CC2)cc1 (stereo not given),-10%,1%,-6%,8%,-11%,-13%,-4%,4%,0%
COc1ccc(C(=O)CN2C(=O)C(C)(C)Oc3ccc(C(=O)N4CCCCCC4)cc32)cc1,17%,3%,-4%,?,4%,18µM*,-10%,9%,-1%
CCc1ccc(C(=O)Nc2cccnc2Oc2ccc(Cl)cc2)cc1,1%,-20%,-29%,?,1%,-12%,11%,15%,-19%
O=C(O)C(c1ccccc1)C1(O)CCC1 (stereo not given),0%,-4%,-15%,7%,-2%,-22%,-1%,1%,-2%
COCCCNC(=O)C(=O)NCC(c1ccco1)N1CCN(c2ccc(OC)cc2)CC1 (stereo not given),-13%,-4%,-11%,-1%,8%,-15%,-1%,-6%,17%
Cc1ccccc1S(=O)(=O)NCc1ccc(N2CCN(C)CC2)cc1,9%,14%,-9%,-45%,-11%,-1%,2%,2%,?
O=C(O)c1ccc(N=Nc2c(O)[nH]c3ccccc23)cc1,-55%[inhibitor],?,-15%,?,23µM*,?,?,-2%,6%
